PfHsp90 yeast 2 – growth inhibition of PfHsp90-expressing yeast, primary screen, antimalarial PfHsp90 inhibitor project, S. cerevisiae, BacTiter-Glo luminescence, single point, set 2; BacTiter-Glo ATP, 48 h; yeast lacking PDR1 and PDR3 efflux regulators; inhibition, % at 9.4 µM; 310,000 tested, 0.32% active; AID 504621, 2011;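 active = every replicate shows inhibition above about 80%, whatever the replicate mean, limit read from the data; inconclusive = mean inhibition reaches the set limit but some replicate falls short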;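 note: 0% = DMSO neutral controls and 100% = 20 µM radicicol positive controls; yeast relying on Plasmodium falciparum Hsp90 in place of its own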
SR-BI uptake up – activators of SR-BI mediated DiI-HDL uptake, primary screen, ldlA[mSR-BI] CHO cells, DiI fluorescence | activation, % at 12.5 µM | 320,000 tested, 0.096% active | 3 h; 100 = double the neutral-control signal | AID 504775, 2011;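 active = mean replicate activation of at least 60% and every replicate at or above 60%; inconclusive = mean or all-replicate condition met, but not both; inactive = mean below 60% and not all replicates reaching 60%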;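 note: 0% = median plate neutral-control signal and 100% = twice that signal; values of inactives mirror those of a sister screen read the other way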
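System: CHO ldlA[mSR-BI] cells / Medium: HEPES-buffered (25 mM, pH 7.4) F12 plus 0.5% BSA / Probe or stimulus: labelled HDL, 10 µg/mL / Doses: single compound concentration, delivered by pin transfer / Schedule: 3 h, 37 °C / Measured by: DiI fluorescence, bottom read / Measure: cell-associated DiI fluorescence as measure of HDL uptake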
SR-BI DiI inh – inhibitors of SR-BI mediated HDL lipid uptake, primary screen, ldlA[mSR-BI] cells, fluorescence, single point | Scavenger receptor class B member 1 (Mus musculus), Q61009 | 320,000 tested, 0.96% active | inhibition, % at 12.5 µM | ldlA[mSR-BI] CHO cells, DiI-HDL uptake fluorescence, 3 h;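 active = mean replicate inhibition of at least 70% and a set share of replicates each scoring 70 or more; inconclusive = meets just one of the two criteria; inactive = fails both criteria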;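 note: 0% = median of neutral control wells and 100% = median of positive control wells; values of inactives mirror those of a sister screen read the other way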
NSD2 inh – NSD2 histone methyltransferase inhibitors, primary screen, biochemical, AlphaScreen, single concentration, set 2; Histone-lysine N-methyltransferase NSD2 (Homo sapiens), O96028; NSD2 peptide methylation, 120 min; inhibition, % at 12.5 µM; 310,000 tested, 0.54% active; in the data active = inhibition above about 50%
Rtt109 Vps75 – inhibitors of C. albicans Rtt109/Vps75 HAT, primary screen, biochemical, ThioGlo CoA-SH fluorescence, plate reader | purified Rtt109/Vps75, 4 h | AID 540336, 2011 | inhibition, % at 34.9 µM | Histone acetyltransferase RTT109 (Candida albicans (strain SC5314 / ATCC MYA-2876)), … | 330,000 tested, 0.16% active;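 active = inhibition of at least 50% in every replicate; inconclusive = best replicate reaches 50% inhibition but some replicates fall short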
Target sequence (Q5AAJ8 whole entry, looked up): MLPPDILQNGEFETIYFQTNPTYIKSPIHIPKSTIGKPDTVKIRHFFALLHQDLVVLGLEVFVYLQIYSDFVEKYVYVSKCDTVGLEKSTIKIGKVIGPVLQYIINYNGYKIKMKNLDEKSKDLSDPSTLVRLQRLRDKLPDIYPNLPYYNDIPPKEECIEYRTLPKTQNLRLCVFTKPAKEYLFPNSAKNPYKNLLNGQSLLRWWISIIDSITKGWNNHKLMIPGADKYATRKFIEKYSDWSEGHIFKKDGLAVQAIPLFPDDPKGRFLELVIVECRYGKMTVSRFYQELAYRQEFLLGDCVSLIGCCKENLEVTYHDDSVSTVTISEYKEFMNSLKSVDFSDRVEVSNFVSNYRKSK
CAL PDZ FP-1 – untagged CAL PDZ binding inhibitors, primary screen, biochemical, fluorescence polarization, HTS; purified CAL PDZ, TMR-peptide fluorescence polarization, 1 h; inhibition, % at 24.9 µM; 300,000 tested, 0.92% active; AID 602252, 2012;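 active = mean inhibition of at least 30% with at least half of replicates also reaching 30%; inconclusive = no clear call, values can overlap the other calls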;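 note: 0% = DMSO neutral control and 100% = excess unlabeled competitor peptide PRC23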
PvdQ inh – P. aeruginosa PvdQ acylase inhibitors, primary screen, biochemical, fluorescence, plate reader and imaging, single point; PvdQ acylase [Pseudomonas aeruginosa LESB58]; purified PvdQ acylase; inhibition, % at 10 µM; 340,000 tested, 0.063% active; AID 488965, 2010; in the data active = inhibition above about 30%, passing the limit was not always enough; inconclusive = no clear call, values can overlap the other calls;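 note: 0% = vehicle neutral wells and 100% = reference inhibitor wells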
dFosB activator – activators of delta FosB homodimer, primary screen, biochemical, fluorescence polarization, TAMRA-CDK5 oligo, single point. Protein FosB (Mus musculus), P13346. purified delta FosB; percent of positive-control signal above neutral wells. activation, % at 25 µM. 340,000 tested, 0.99% active. AID 493131, 2011;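 active = mean activation above about 17%, with every replicate also reaching it, limit read from the data, passing the limit was not always enough; inconclusive = only one of the two conditions met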;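 note: fluorescence polarization rise as delta FosB binds a TAMRA Cdk5 AP-1 oligo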
Target sequence (P13346 whole entry, looked up): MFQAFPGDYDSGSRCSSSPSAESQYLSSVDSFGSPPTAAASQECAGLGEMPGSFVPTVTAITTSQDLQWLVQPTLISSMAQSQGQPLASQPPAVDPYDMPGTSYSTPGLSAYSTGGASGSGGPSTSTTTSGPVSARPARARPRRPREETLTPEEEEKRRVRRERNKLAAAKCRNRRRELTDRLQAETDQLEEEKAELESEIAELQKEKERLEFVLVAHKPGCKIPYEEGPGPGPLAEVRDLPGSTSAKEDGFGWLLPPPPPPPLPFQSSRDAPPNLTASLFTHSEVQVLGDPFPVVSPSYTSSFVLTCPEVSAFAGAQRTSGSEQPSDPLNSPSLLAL
MITF act – activators of MITF-driven TRPM1 promoter reporter, primary screen, cell-based, SK-MEL-5, luciferase, single point. SK-MEL-5 TRPM1-promoter luciferase, 24 h; % of positive control, neutral wells = 0. activation, % at 12.5 µM. AID 588334, 2011. 300,000 tested, 0.75% active;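 active = mean activation of at least 80% with every replicate also reaching 80%; inconclusive = mean reaches 80% but some replicate falls short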;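 note: 0% = neutral control wells and 100% = parthenolide positive control wells; values of inactives mirror those of a sister screen read the other way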
CAL PDZ FP-2 – CAL PDZ peptide-binding inhibitors, primary screen, biochemical, fluorescence polarization, Cer-tagged CAL PDZ, HTS; Golgi-associated PDZ and coiled-coil motif-containing protein (Homo sapiens), Q9HD26; inhibition, % at 20 µM; 330,000 tested, 0.02% active; purified CAL PDZ, TMR-peptide fluorescence polarization, 1 h; AID 504414, 2011;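 active = highest replicate inhibition of at least 40%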;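 note: plate controls were DMSO neutral control wells for no effect and unlabeled competitor peptide control wells for full effect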
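Assay system – tagged CAL PDZ protein CerCALP, purified · Timing – 1 h at RT · Compound – single point, 20 µM · Measured by – fluorescence polarization from S- and P-plane intensities, G-factor corrected · Evaluation – inhibition from polarization loss · Probe or stimulus – TMR reporter peptide T*-PRC34 · Buffer or medium – pH 7.4 phosphate-saline buffer, reducing agent, detergent, IgG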
* = called active by the depositor; u = inconclusive; x = not tested or not shown.

SMILES	PfHsp90 yeast 2	SR-BI uptake up	SR-BI DiI inh	NSD2 inh	Rtt109 Vps75	CAL PDZ FP-1	PvdQ inh	dFosB activator	MITF act	CAL PDZ FP-2
O=C(Nc1c(-c2ccccc2)nc2ncccn12)c1cc2ccccc2oc1=O	-31	4	-4	x	-23	x	-16	38*	x	-1.2
CCOC(=O)c1cccc(N2C(N)=NC(N)=NC2(C)C)c1	-56	9	-9	1	6	x	-6	6	x	-0.2
C=CCOn1c(=O)c(-c2cc3ccccc3o2)[n+]([O-])c2ccccc21	7	-29	29	x	-5	1	-12	8	39	-1.9
CN(C)S(=O)(=O)c1cccc(NC(=O)COC(=O)CNC(=O)c2cccc([N+](=O)[O-])c2)c1	18	x	x	x	-28	10	-8	-9	6	-0.3
Cc1ccc(NS(=O)(=O)c2ccc(C)c(NC(=O)COc3ccc4ccccc4c3)c2)c(C)c1	-13	-78	78*	3	2	-5	-14	-18	-12	-1.4
Cc1ccccc1C(=O)NC(CC(C)C)C(=O)NCC(C)(C)N1CCOCC1 (configuration not stated)	x	2	-2	1	-5	x	0	-2	10	0.0
CC1(C)SC2c3ccccc3C(=O)N2[C@@H]1C(=O)NCc1ccco1 (some centres not stated)	4	-19	19	21	10	-2	3	-12	9	0.2
O=C1c2ccccc2C(=O)N1CCCc1nc(-c2cccnc2)no1	x	15	-15	11	1	-9	-4	3	x	-0.8
O=C(NCCCNC(=O)c1ccc(Cl)cc1Cl)c1ccccn1	25	8	-8	-2	3	-2	2	-2	-8	-2.4
CCCn1cnc2scc(-c3ccc(C)c(C)c3)c2c1=O	11	-53	53	-3	8	-5	-12	-10	12	-1.3
Cc1ccc(Cn2nnc3c(=O)n(CC(=O)NCc4ccco4)cnc32)cc1	-29	-11	11	-3	-2	-4	-8	-11	-10	-0.4
CC1CCCC(NC(=O)COC(=O)c2ccc([N+](=O)[O-])s2)C1C (configuration not stated)	3	7	-7	34	-2	x	-12	-4	-13	-0.2
O=C(O)CCC(=O)Nc1ccccc1C(=O)NCCc1ccccc1	-4	17	-17	-2	u	-3	9	-5	28	-2.8
CC(=O)Nc1ccc(S(=O)(=O)N2CCN=C2C)cc1	6	-3	3	0	5	2	5	3	x	-0.8
Cc1ccc(S(=O)(=O)N(C)C)cc1NC(=S)N(CCC#N)Cc1cccnc1	-2	22	-22	x	6	-2	-4	-1	-3	-2.1
O=C(Nc1cc(C(F)(F)F)ccc1Cl)c1ccncc1	2	8	-8	1	2	-3	-7	-3	-9	-1.5
COc1cc(NC(=O)c2ccc(C)cc2C)ccc1NC(=O)c1cccs1	-8	-84	84*	-4	1	2	2	-2	48	-2.5
CCC1CCCCN1CCCNC(=O)COc1cc(=O)n(C)c2ccccc12 (configuration not stated)	-18	-17	17	0	1	-1	-15	-2	x	0.2
CN(C)c1ccc(/C=C(\NC(=O)c2ccccc2)C(=O)N/N=C/c2ccc(C(=O)O)cc2)cc1	-17	x	x	5	1	-2	-9	-2	1	0.9
COc1ccccc1-n1c(C)nnc1SCC(=O)Nc1cc(C)cc(C)c1	-14	13	-13	1	1	x	-4	-1	-10	-0.6
O=C(NCc1ccccc1)c1cccc(OCC(=O)N2CCN(C(=O)c3ccco3)CC2)c1	-30	-24	24	11	2	-3	-7	-3	-4	-0.4
Cn1ncc(Br)c1C(=O)N/N=C/c1ccc(OS(=O)(=O)c2ccccc2)cc1	x	-20	20	2	5	-4	-12	-3	x	x
COC(=O)c1ccc(C(=O)OC)c(NS(=O)(=O)c2ccc(NC(C)=O)cc2)c1	10	0	0	-1	-10	-5	-9	-8	8	-3.6
O=C(CSCc1ccc(F)cc1)NCc1cccs1	-8	7	-7	2	0	-2	4	-3	47	-2.0
O=C(NCCCc1ccccc1)N1CCOCC1	-10	19	-19	0	3	-1	-7	-10	-1	0.4
Cc1c(-c2ccccc2)[n+](=O)c(-c2ccc(Cl)cc2)c(C)n1[O-]	-2	3	-3	-6	3	1	-10	-4	4	-1.2
Cc1cc(CN(C)Cc2cn(C)nc2-c2ccc(Oc3ccccc3)cc2)on1	-29	x	x	-1	0	-3	-3	-5	-7	-1.5
O=C(CNS(=O)(=O)/C=C/c1ccccc1)OCC(=O)N1CCC(Cc2ccccc2)CC1	10	50	-50	-41	-1	-3	11	-8	-3	-0.1
O=C(Cn1cnc2cc(Cl)ccc2c1=O)Nc1ccc2c(c1)OCO2	9	11	-11	0	-15	-2	-2	0	0	-0.8
CC(C)CNC(=O)COC(=O)c1c2c(nc3ccccc13)/C(=C\c1cccs1)CC2	-8	-19	19	-3	4	-8	-14	-11	12	-1.3
CCOC(=O)c1sc(NC(=O)c2ccc(S(=O)(=O)N3CCOCC3)cc2)nc1-c1ccccc1	-18	-13	13	47	24	-1	4	-7	-13	-2.6
O=C(C[n+]1cccc(CNC(=O)c2ccc(OC(F)F)cc2)c1)Nc1ccccc1Cl	10	13	-13	-1	2	10	-6	-14	-4	-0.3
CCOC(=O)c1c(NC(=O)Cn2c(C)nc3ccccc32)sc2c1CCC2	x	-46	46	-3	4	-10	-7	-6	x	x
COc1ccc(S(=O)(=O)N(CC(=O)Nc2ccc(S(=O)(=O)N3CCOCC3)cc2)Cc2ccc(F)cc2)cc1	15	-1	1	-2	-15	x	-1	5	10	-1.9
O=C(N/N=C\c1ccc[nH]1)c1cncc(Br)c1	31	46	-46	-10	-5	0	-3	-6	12	-2.0
Fc1ccc(CNC(=S)Nc2ccccc2F)cc1	-10	0	0	-5	15	-2	30	-1	x	0.0
COc1cccc(-c2nnc(NC(=O)c3ccc(S(=O)(=O)N(CC(C)C)CC(C)C)cc3)o2)c1	-85	-19	19	x	-1	0	-8	-20	-36	-1.5
COc1ccc(OC)c(S(=O)(=O)n2nc(-c3ccccc3)cc2N)c1	24	7	-7	x	3	2	-7	-1	11	-0.4
COc1ccc(N2C(=O)C(F)(F)C2c2cccc(F)c2)cc1 (configuration not stated)	1	12	-12	-2	5	-2	10	-2	2	-0.1
O=C(Cc1ccc(Cl)cc1Cl)Nc1ccncc1	43	16	-16	-2	1	-3	-7	-8	-15	-3.1
COc1ccc(C(=O)O/N=C(\N)c2ccc(Cl)cc2)cc1	-12	11	-11	-2	x	0	6	-6	89*	-1.1
CCC(=O)Nc1ccc(S(=O)(=O)N2CCN(c3ccc(F)cc3)CC2)cc1	12	31	-31	-2	12	0	-2	-5	-15	-2.7
O=C(c1ccc(Br)o1)N1CCN(c2ncccn2)CC1	29	9	-9	3	2	-1	-2	-4	6	0.9
Cc1c(C(=O)Nc2ccc(N3CCOCC3)cc2)oc2ccccc12	-30	-18	18	1	-4	-2	13	-1	x	0.6
Cc1ccccc1NS(=O)(=O)c1nnc(NC(=O)CC(C)C)s1	-17	14	-14	-2	1	2	-4	5	2	-1.2
COc1cccc(CNS(=O)(=O)c2cc3c(cc2C)NC(=O)CO3)c1	17	5	-5	x	-2	0	-8	0	3	1.1
O=C(O)CCSc1nc2ccccc2n1-c1ccccc1	-31	18	-18	0	7	-5	-12	1	3	-0.4
COc1ccc(/C=N/NC(=O)c2ccccc2Cl)cc1CSc1nc2ccccc2s1	-29	-26	26	1	-1	6	16	-6	x	-0.9
Cc1cc(-c2ccccc2)n(-c2ccccc2)n1	-11	15	-15	-4	4	-2	-23	-13	x	-0.4
Cc1c(C)c2c(OCC(=O)NCC(C)C)cc3c(c2oc1=O)CCC(C)(C)O3	5	-31	31	-2	-6	-5	-15	-3	x	0.1
CCN(C(=O)COC(=O)CN1C(=O)c2ccccc2C1=O)c1ccccc1	1	x	-1	1	-4	-3	-14	-4	2	-2.8
Cc1cc(C)cc(NC(=O)C(OC(=O)c2sccc2C)c2ccccc2)c1 (configuration not stated)	-23	9	-9	-1	4	-1	-5	1	-3	-2.7
COC(=O)CSC1=C(C#N)C(c2ccc(C)cc2)C2=C(CCCC2=O)N1 (configuration not stated)	-17	-2	2	1	-10	1	-7	1	-8	0.0
O=C(O)CC(NS(=O)(=O)c1cccc2nsnc12)c1ccc(F)cc1 (configuration not stated)	4	8	-8	-1	2	4	-8	-2	-5	-0.3
O=C(NC1CC1)C1=C[C@H](c2coc3ccccc3c2=O)C[C@H](OCc2ccc(CO)cc2)O1	11	-3	3	x	-2	-1	1	-2	1	0.6
O=C(CS(=O)(=O)c1ccccc1)N1CCN(c2ccccc2)CC1	14	7	-7	3	-23	-3	-12	-11	18	-1.5

Continued:
SMILES	PfHsp90 yeast 2	SR-BI uptake up	SR-BI DiI inh	NSD2 inh	Rtt109 Vps75	CAL PDZ FP-1	PvdQ inh	dFosB activator	MITF act	CAL PDZ FP-2
Cc1noc(C)c1COc1ccc(C(=O)N(C)CCOc2ccccc2)cc1	6	-1	1	-2	-9	x	-9	0	-10	0.9
Cc1ccc(C)c(NC(=O)C2CC3c4ccccc4C2c2ccccc23)c1 (configuration not stated)	-15	17	-17	-2	-3	-4	-10	40*	-28	0.2
COc1ccccc1NC(=O)CSc1nnc(-c2ccc(C)cc2)o1	-17	17	-17	-2	8	2	-9	-4	x	-0.4
CC1CCN(S(=O)(=O)c2ccc(S(=O)(=O)N3CCCC3)cc2)CC1	9	10	-10	-2	-9	-2	-11	0	-4	-1.8
COc1cccc(OCCNc2cc(N3CCOCC3)ccc2[N+](=O)[O-])c1	-5	-44	44	4	3	2	-9	-4	31	-3.3
CCOC(=O)C1CCN(C(=O)CNC(=O)c2nn(-c3ccc(OC)c(Cl)c3)c(=O)c3ccccc23)CC1	17	-35	35	-6	13	-3	-7	-24	26	-4.6
Cc1ccc(NC(=O)Cn2c(/C=C/c3ccccc3)nc3ccccc32)cc1C	-11	8	-8	-2	8	-1	8	3	x	1.0
